NSD2 inh: NSD2 (human) methyltransferase inhibition | NSD2 peptide methylation, AlphaScreen, 120 min | inhibition, % at 12.5 µM | actives 0.54% (n = 310,000); in the data active means inhibition above about 50%
HTR5A ag: activates human HTR5A in OPRM1-OPRD1 agonist counter-screen; actives 0.61% (n = 340,000); AID 504692; P47898; activation, % at 9.3 µM; HTR5A agonist assay, luminescence, cell-based; in the data active means activation mostly above about 9.5%, no sharp cut-off; inactive means mostly below about 7.6%;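 further: 0% = cells with vehicle only and 100% = reference agonist; strong numbers were not always called active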
HTR5A inv ctr: counter-screen for OPRM1-OPRD1 inverse agonists: human HTR5A inverse agonism; inhibition, % at 9.3 µM; actives 0.083% (n = 340,000); HTR5A cell line, luminescence; AID 504634; in the data active means inhibition mostly above about 23%, no sharp cut-off; inactive means mostly below about 18%;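 further: 0% = cells with DMSO and 100% = no-cell wells with DMSO; some compounds called inactive have numbers as strong as hits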
SR-BI HDL uptake: blocks mouse SR-BI lipid uptake from DiI-HDL | actives 0.96% (n = 320,000) | Q61009 | inhibition, % at 12.5 µM | ldlA[mSR-BI] CHO cells, DiI-HDL uptake fluorescence, 3 h;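 active means mean replicate inhibition of at least 70% and a set share of replicates each scoring 70 or more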;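 further: 0% = median of neutral control wells and 100% = median of positive control wells; values of inactives mirror those of a sister screen read the other way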
Target sequence (Q61009 whole entry, looked up): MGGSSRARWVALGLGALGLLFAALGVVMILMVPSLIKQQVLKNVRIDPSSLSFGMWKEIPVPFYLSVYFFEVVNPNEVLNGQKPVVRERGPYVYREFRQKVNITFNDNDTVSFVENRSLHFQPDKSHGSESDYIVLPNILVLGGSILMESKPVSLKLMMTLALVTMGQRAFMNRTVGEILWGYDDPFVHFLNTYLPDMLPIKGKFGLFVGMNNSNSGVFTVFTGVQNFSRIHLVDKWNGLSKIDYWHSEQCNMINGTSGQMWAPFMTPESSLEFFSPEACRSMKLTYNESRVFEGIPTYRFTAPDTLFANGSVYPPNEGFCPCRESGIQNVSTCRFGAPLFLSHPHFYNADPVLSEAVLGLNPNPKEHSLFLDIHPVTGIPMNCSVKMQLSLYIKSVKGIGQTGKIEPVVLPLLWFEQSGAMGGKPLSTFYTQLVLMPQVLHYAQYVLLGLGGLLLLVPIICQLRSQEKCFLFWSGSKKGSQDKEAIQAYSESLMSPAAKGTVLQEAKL
dFosB act: enhances mouse delta FosB homodimer DNA binding. P13346. purified delta FosB, TAMRA-CDK5 oligo fluorescence polarization; percent of positive-control signal above neutral wells. activation, % at 25 µM. actives 0.99% (n = 340,000);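 active means mean activation above about 17%, with every replicate also reaching it, limit read from the data, passing the limit was not always enough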;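 further: fluorescence polarization rise as delta FosB binds a TAMRA Cdk5 AP-1 oligo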
Target sequence (P13346 whole entry, looked up): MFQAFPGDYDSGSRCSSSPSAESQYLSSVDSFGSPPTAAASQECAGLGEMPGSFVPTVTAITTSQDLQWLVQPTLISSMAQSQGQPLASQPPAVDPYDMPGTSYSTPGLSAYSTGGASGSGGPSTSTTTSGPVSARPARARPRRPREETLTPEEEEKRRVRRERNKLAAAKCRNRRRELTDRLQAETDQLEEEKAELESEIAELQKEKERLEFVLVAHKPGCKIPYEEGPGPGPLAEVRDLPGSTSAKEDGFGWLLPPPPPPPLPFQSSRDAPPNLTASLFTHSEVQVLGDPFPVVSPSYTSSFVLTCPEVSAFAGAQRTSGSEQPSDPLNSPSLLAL
Wnt bcat act: Wnt/beta-catenin pathway activation; activation, % at 9.35 µM; Wnt/beta-catenin reporter cell assay, activator, plate reader; actives 1.2% (n = 300,000); AID 743398; in the data active means activation above about 30%, passing the limit was not always enough;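 further: 0% = neutral control wells and 100% = positive control wells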
PvdQ inh: blocks Pseudomonas aeruginosa PvdQ acylase activity; purified PvdQ acylase, fluorescence plate reader; inhibition, % at 10 µM; actives 0.063% (n = 340,000); in the data active means inhibition above about 30%, passing the limit was not always enough;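 further: 0% = vehicle neutral wells and 100% = reference inhibitor wells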
V-ATPase pHluor: alters yeast V-ATPase proton transport; S. cerevisiae, pHLuorin cytosolic pH fluorescence; response, % at 10 µM; actives 0.37% (n = 350,000); in the data active means response mostly above about 7.3%, no sharp cut-off; inactive means mostly below about 5.4%; further: actives read high; inactives centre near 0; some compounds called inactive have numbers as strong as hits; reference of the scale not given here
MITF act: MITF TRPM1 promoter activation in melanoma cells; SK-MEL-5 TRPM1-promoter luciferase, 24 h; % of positive control, neutral wells = 0; activation, % at 12.5 µM; actives 0.75% (n = 300,000); AID 588334;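 active means mean activation of at least 80% with every replicate also reaching 80%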;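 further: 0% = neutral control wells and 100% = parthenolide positive control wells; values of inactives mirror those of a sister screen read the other way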
CDK5 p35 inh: CDK5/p35 (human) kinase inhibition; Q00535+Q15078; Recombinant CDK5/p35, ADP-Glo luminescence, 60 min; inhibition, % at 10 µM; actives 0.01% (n = 330,000); AID 488839;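 active means highest replicate inhibition of at least 50% and at least 75% of replicates reaching 50%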;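 further: plate controls were DMSO neutral control for no effect and GW8510 at 10 µM for full effect; many of its hits are not listed in these tables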
Numbers without * were called inactive; . = no result given.

(1) Brc1ccc(-n2cnc(-c3ccccc3)c2)cc1
(2) COC(c1ccccc1)c1c(-c2ccccc2)nn(C)c1Cl (stereo not drawn)
(3) Cc1c(C)n(Cc2ccccc2)c2ccc(C(=O)NCCCN3CCOCC3)cc12
(4) O=C(CSCC(=O)N1CCCCC1)Nc1nc(-c2ccc(Cl)s2)cs1
(5) CCCCn1c(SCC(=O)Nc2cc(C)on2)nnc1-c1ccncc1
(6) Cc1nn(-c2ccccc2)c2c1P(=O)(O)/C(=C1\N(C)c3ccccc3C1(C)C)C=N2
(7) Cc1sc(NC(=O)c2ccco2)c(C(c2ccncc2)N2CCOCC2)c1C (stereo not drawn)
(8) CCC1=[N+](CC(=O)c2ccc(Br)cc2)CCn2c(C)ccc21

compound no.	1	2	3	4	5	6	7	8
HTR5A ag	-2	3	3	2	-4	-3	-2	12*
dFosB act	2	-9	1	-8	2	6	-6	-4
SR-BI HDL uptake	14	5	9	31	.	-24	0	17
MITF act	45	.	8	17	2	-17	-14	46
CDK5 p35 inh	1.4	-0.6	0.4	1.9	0.3	-1.1	-1.9	-0.7
HTR5A inv ctr	8	-8	-5	-3	-5	-14	6	-3
NSD2 inh	-3	-6	16	.	-3	-4	.	1
Wnt bcat act	45*	-3	-3	3	2	-4	-4	1
V-ATPase pHluor	1	-2	1	-5	0	8	0	0
PvdQ inh	2	6	-10	-14	-1	5	-11	-17

3 compounds out of the list above, ordered by their value in V-ATPase pHluor, ascending:
| # | Compound | dFosB act | SR-BI HDL uptake | MITF act | CDK5 p35 inh | NSD2 inh | Wnt bcat act | V-ATPase pHluor | PvdQ inh |
| --- | --- | --- | --- | --- | --- | --- | --- | --- | --- |
| 4 | O=C(CSCC(=O)N1CCCCC1)Nc1nc(-c2ccc(Cl)s2)cs1 | -8 | 31 | 17 | 1.9 | . | 3 | -5 | -14 |
| 5 | CCCCn1c(SCC(=O)Nc2cc(C)on2)nnc1-c1ccncc1 | 2 | . | 2 | 0.3 | -3 | 2 | 0 | -1 |
| 1 | Brc1ccc(-n2cnc(-c3ccccc3)c2)cc1 | 2 | 14 | 45 | 1.4 | -3 | 45* | 1 | 2 |

Next part:
(9) O=c1cc(CN2CCN(Cc3ccc(F)cc3)C(CCO)C2)[nH]c2ccccc12 (stereo not drawn)
(10) O=C(Nc1cccc(C(=O)Nc2cccc(C(F)(F)F)c2)c1)c1ccc(=O)[nH]c1
(11) O=C(Cc1ccc(Cl)cc1)NCC(=O)N1CCCCC1
(12) COc1ccc(OC)c(S(=O)(=O)Nc2ccccc2C(=O)N2CCCCC2)c1
(13) Cc1cc(C)cc(NC(=S)N2CCN(C(=O)c3ccco3)CC2)c1
(14) COc1cc(NC(=O)c2cc(C)nc3ccccc23)cc(OC)c1
(15) CCc1nnc(NC(=O)[C@@H](NC(=O)c2ccc(C(C)(C)C)cc2)C(C)C)s1
(16) CC(C)(C)c1cc(CCC(=O)NCc2ccncc2)cc(C(C)(C)C)c1O

compound no.	9	10	11	12	13	14	15	16
HTR5A ag	0	13	0	-1	-1	0	1	-3
dFosB act	0	2	-3	-7	-6	-6	-6	-6
SR-BI HDL uptake	-32	11	-25	4	12	34	10	50
MITF act	.	6	0	4	-3	8	-1	22
CDK5 p35 inh	-0.3	0.1	0.8	1.8	0.0	-0.7	1.9	-0.2
HTR5A inv ctr	0	-4	7	45*	-9	-1	11	-4
NSD2 inh	7	-3	-2	2	2	-4	-1	-5
Wnt bcat act	0	-2	-1	0	-5	-1	0	.
V-ATPase pHluor	1	1	2	7	2	2	-1	3
PvdQ inh	-3	-17	8	-7	4	-2	-9	-6

(17) Cc1nn(C)c(C)c1NC(=O)COc1ccccc1C#N
(18) COc1cc2c(cc1OC)CN(S(=O)(=O)c1ccc3c(c1)OCCO3)CC2
(19) CC1(C)CC(NC(=O)CCc2ccccc2)CC(C)(C)N1
(20) CCn1c(CC(=O)Nc2ccccc2Cl)nnc1SCC(=O)NC1CCCC1
(21) C=CCc1cccc(/C=N/c2ncn[nH]2)c1O
(22) COc1ccc(CN2CC(=O)N(c3ccc(C)c(C)c3)C2=S)cc1OC
(23) O=C(NC(Cc1ccc(O)cc1)C(=O)O)c1ccco1 (stereo not drawn)
(24) COc1ccc(-c2sc3ccc(N4CCOCC4)cc3c2C#Cc2ccsc2)cc1

compound no.	17	18	19	20	21	22	23	24
HTR5A ag	-2	4	-1	2	1	3	-5	2
dFosB act	0	-4	6	0	2	2	-8	-5
SR-BI HDL uptake	4	32	-39	.	4	-1	-15	90*
MITF act	-9	.	-1	9	0	-10	12	10
CDK5 p35 inh	0.7	-0.4	1.6	0.8	0.4	1.0	0.9	-2.9
HTR5A inv ctr	6	-19	3	-7	-13	11	13	2
NSD2 inh	-4	-2	3	-3	-1	-2	-5	.
Wnt bcat act	1	.	.	1	1	-1	-2	15
V-ATPase pHluor	-1	4	-2	9	-4	2	2	2
PvdQ inh	-4	2	-12	7	5	-11	4	-11

(25) N#Cc1ccccc1S(=O)(=O)Nc1ccc2c(c1)C(=O)OC2
(26) COc1ccc(CCNCC(O)COc2c(C)cccc2C)cc1OC (stereo not drawn)
(27) CCCc1cc2c(cc1NC(=O)Cc1ccccc1)OCO2
(28) O=C(Nc1cccc2ccccc12)N1CCN(c2ncccn2)CC1
(29) Cc1ccc(CNCc2ccco2)cc1
(30) O=C(CCN1C(=O)C2CCCCC2C1=O)NNC(=O)c1cccc(Cl)c1 (stereo not drawn)
(31) O=C(CNc1cccc(S(=O)(=O)N2CCCCC2)c1)Nc1cccc(F)c1
(32) CCO/C(C)=N/n1c2nc3ccccc3nc2c2c(=O)n(C3CCCC3)c(C)nc21

compound no.	25	26	27	28	29	30	31	32
HTR5A ag	-6	3	-3	1	-1	6	-6	4
dFosB act	4	-6	-2	-8	-1	-11	-4	-16
SR-BI HDL uptake	-13	-5	-4	.	-15	-4	-16	-21
MITF act	.	-8	-4	-6	.	0	-16	14
CDK5 p35 inh	0.2	0.3	3.1	-3.1	-2.4	-0.4	0.7	-2.0
HTR5A inv ctr	-20	-10	11	6	5	-16	15	6
NSD2 inh	-2	.	0	-3	1	-6	-2	-4
Wnt bcat act	-1	-1	-2	4	-1	0	-3	.
V-ATPase pHluor	4	-2	-5	4	-2	0	4	-2
PvdQ inh	5	8	10	-23	-10	-7	-4	-13

(33) COc1ccccc1N1CCN(Cc2ccc(OC)c(OC)c2OC)CC1
(34) CN1CCN(C(=O)c2cccc(-c3cc(O)c4ncccc4c3)c2)CC1
(35) NCC1CCC(C(=O)Oc2ccc(CCC(=O)O)cc2)CC1 (stereo not drawn)
(36) CCOC(=O)N1CCN(C/C(Cl)=C/c2ccccc2)CC1
(37) Cc1ccccc1C(=O)Nc1ccc2c(c1)C(=O)NC2=O
(38) COc1cc2c(cc1NC(=O)Nc1cccc(C)c1)oc1ccccc12
(39) Cc1cccc(C(=O)Nc2nnc(Cc3c[nH]c4ccccc34)s2)c1
(40) CCc1cccc(OCCCn2ccnc2)c1

compound no.	33	34	35	36	37	38	39	40
HTR5A ag	3	5	-5	1	0	6	0	-3
dFosB act	-2	4	-2	3	-1	13	6	-3
SR-BI HDL uptake	3	-10	7	4	-2	87*	0	-1
MITF act	.	-3	-13	22	.	.	-19	-16
CDK5 p35 inh	2.4	-1.3	-2.4	-0.5	0.3	0.0	-3.8	-0.9
HTR5A inv ctr	-9	-29	11	7	0	-21	0	9
NSD2 inh	-1	.	.	-2	.	3	-1	2
Wnt bcat act	-5	-10	-6	3	1	.	.	-2
V-ATPase pHluor	-5	1	-3	4	-6	3	-1	5
PvdQ inh	5	7	-5	-10	-3	-5	2	-10

(41) CN1C2CCC1/C(=C/c1cccn1C)C(=O)/C2=C\c1cccn1C
(42) Cc1noc(C)c1CSc1nc2ccccc2n1CCc1ccccc1
(43) CC(O)/C=C/c1ccc2ccccc2n1 (stereo not drawn)
(44) COc1cc(NC(=O)CCn2c(=O)oc3ccccc32)cc(OC)c1OC
(45) O=C(NCC1COCCO1)c1ccc2nc(Cc3cccc(Cl)c3)oc2c1 (stereo not drawn)
(46) O=S(=O)(NCCc1ccccn1)c1cccs1
(47) CN(C)c1ccc(/C=N/NC(=O)COc2ccccc2)cc1
(48) CC1(C)NC(=O)N(CC(O)COc2ccccc2C(=O)N2CCCCC2)C1=O (stereo not drawn)

compound no.	41	42	43	44	45	46	47	48
HTR5A ag	0	-5	-1	2	-3	4	-2	3
dFosB act	4	-5	9	-3	-4	-6	-6	-2
SR-BI HDL uptake	11	14	-38	6	6	-36	-11	10
MITF act	-8	-14	-17	2	30	0	27	4
CDK5 p35 inh	1.0	-1.3	-1.5	-1.9	0.4	-0.6	-0.8	-0.3
HTR5A inv ctr	-12	-2	-4	-5	2	-3	5	-7
NSD2 inh	18	9	-3	51*	-3	-4	2	.
Wnt bcat act	0	.	.	-2	5	.	1	.
V-ATPase pHluor	-4	2	4	-2	1	-2	-2	6
PvdQ inh	3	4	-3	-2	-9	-4	-1	-9

(49) Cc1nonc1CN(C)C(=O)CC1C(=O)NCCN1Cc1cccc(C(F)(F)F)c1 (stereo not drawn)
(50) CCc1cc(=O)oc2cc(OCC(=O)NCCCN3CCCC3=O)ccc12
(51) O=C(N[C@@H](Cc1ccccc1)C(=O)O)c1ccc(C(F)(F)F)cc1
(52) O=C(NCc1ccccc1)c1onc(CSc2ccc(F)c(F)c2)c1C(=O)NCc1ccccc1
(53) COc1ccc(N2CCN(C(=O)CSc3nc4[nH]ncc4c(=O)n3-c3ccc(Br)cc3)CC2)cc1
(54) COc1ccccc1CNC(=O)C1CCC(CNc2c(N3CCOCC3)c(=O)c2=O)CC1 (stereo not drawn)

compound no.	49	50	51	52	53	54
HTR5A ag	0	0	3	3	0	12
dFosB act	-2	3	0	12	-4	0
SR-BI HDL uptake	-10	-8	-32	6	62	-4
MITF act	2	6	1	-1	7	.
CDK5 p35 inh	0.5	1.4	-0.6	-0.3	-2.5	-4.1
HTR5A inv ctr	1	6	5	-6	37	-35
NSD2 inh	0	3	.	.	1	.
Wnt bcat act	-2	2	1	-4	-1	0
V-ATPase pHluor	9	2	0	-3	-3	1
PvdQ inh	6	-6	-10	-11	-22	-5

Given tab-delimited: part of the list above
#	compound	HTR5A ag	dFosB act	SR-BI HDL uptake	MITF act	CDK5 p35 inh	HTR5A inv ctr	NSD2 inh	Wnt bcat act	V-ATPase pHluor	PvdQ inh
53	COc1ccc(N2CCN(C(=O)CSc3nc4[nH]ncc4c(=O)n3-c3ccc(Br)cc3)CC2)cc1	0	-4	62	7	-2.5	37	1	-1	-3	-22
54	COc1ccccc1CNC(=O)C1CCC(CNc2c(N3CCOCC3)c(=O)c2=O)CC1 (stereo not drawn)	12	0	-4	.	-4.1	-35	.	0	1	-5
51	O=C(N[C@@H](Cc1ccccc1)C(=O)O)c1ccc(C(F)(F)F)cc1	3	0	-32	1	-0.6	5	.	1	0	-10
